From PubChem
GCN5L2 inh: blocks human GCN5L2 histone acetyltransferase; Q92830; GCN5L2 HAT assay, ThioGlo1 CoA-SH fluorescence; 390,000 tested, 0.21% active; Potency, µM (series often up to 58.9 µM), for the others: at the highest dose activity change, negative = inhibition, usual class: inhibitors
Target sequence (Q92830 whole entry, looked up): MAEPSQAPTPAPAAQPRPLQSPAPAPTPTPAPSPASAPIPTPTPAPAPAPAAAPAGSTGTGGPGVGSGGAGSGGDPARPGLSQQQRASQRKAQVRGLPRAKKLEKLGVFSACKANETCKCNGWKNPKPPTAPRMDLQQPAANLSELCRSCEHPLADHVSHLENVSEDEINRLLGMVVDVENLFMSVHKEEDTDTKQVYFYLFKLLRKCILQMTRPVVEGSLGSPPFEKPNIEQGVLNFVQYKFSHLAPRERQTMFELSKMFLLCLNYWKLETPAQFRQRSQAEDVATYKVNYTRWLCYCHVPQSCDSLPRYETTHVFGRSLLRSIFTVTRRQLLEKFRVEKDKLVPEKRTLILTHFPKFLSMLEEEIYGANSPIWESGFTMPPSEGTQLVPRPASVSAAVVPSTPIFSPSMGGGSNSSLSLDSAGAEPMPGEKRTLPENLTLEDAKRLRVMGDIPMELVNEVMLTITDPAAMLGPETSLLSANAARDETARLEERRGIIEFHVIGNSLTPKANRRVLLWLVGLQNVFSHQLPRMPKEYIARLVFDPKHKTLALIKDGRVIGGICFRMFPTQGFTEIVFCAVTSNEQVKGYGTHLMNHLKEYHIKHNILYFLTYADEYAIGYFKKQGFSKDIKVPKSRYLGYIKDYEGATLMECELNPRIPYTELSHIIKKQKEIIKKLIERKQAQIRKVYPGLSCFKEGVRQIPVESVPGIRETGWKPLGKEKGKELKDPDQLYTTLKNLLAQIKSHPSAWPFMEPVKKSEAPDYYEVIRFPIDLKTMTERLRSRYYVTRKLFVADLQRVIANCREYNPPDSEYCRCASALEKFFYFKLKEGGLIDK
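GCN5L2 (20 nM) in 50mM HEPES pH 7.5, 0.1mM EDTA, 0.01% Tween-20 preincubated 15 min with compounds at room temperature. Reaction started with H3(1-25) 75uM, acetyl-CoA 70uM, ThioGlo1 50uM; CoA-thiol fluorescence (Ex340/Em540) read at 0 and 20 min.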
FEN1 inh: inhibitors of human flap endonuclease 1. 390,000 tested, 0.35% active. Recombinant FEN1 flap cleavage, fluorescence, 15 min. P39748. Potency, µM (highest dose often 114 µM), without a hit: top-dose activity change, negative = inhibition, usual class: inhibitors; note: nearly all actives have a fitted effect of over 65% in size
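Concentration–response screening of FEN1 (10 nM): 15 min compound preincubation at room temperature, reaction started with 50 nM substrate and read at 0 and 15 min. Corrected, normalized data were fitted by a four-parameter Hill equation.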
N370S GC mod: inhibits or activates N370S mutant glucocerebrosidase | N370S GC spleen homogenate, 4MU-glucoside fluorescence | Potency, µM (top dose mostly 59.4 µM), for the others: top-dose activity change, negative = inhibition, most hits filed as inhibitors | 330,000 tested, 0.092% active | AID 2101;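 note: 0% = full enzyme activity and -100% = no enzyme basal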
Starred values were filed as active, the others as inactive; ? = inconclusive; · = no result given; & = joins results of further samples; [ ] = dose if it differs, or a comment. Calls come from the whole dose curve; as a rule, active = well fitted curve in the direction sought with a large enough effect; inconclusive = small, poorly fitted or top-dose-only effect, or another doubt; inactive = no such curve, though single readings can be large; an effect the other way counts as inactive or inconclusive. Unless noted, % is set by controls: 0 for no effect and ±100 for the full control effect; potency is the fitted concentration of half-maximal effect.

Under each structure: GCN5L2 inh	FEN1 inh	N370S GC mod
CC1CCCCN1C(=O)C1CCN(c2nc(-c3ccccc3)nc3c2CCC3)CC1 (stereo not given)
 : -7%	-3%	-14%
Cc1cccc(C)c1OCCCCn1c(C2CC(=O)N(c3ccc(F)cc3)C2)nc2ccccc21 (stereo not given)
 : -12%	-7%	·
CSc1sc(C(=O)NNC(C)=O)c2c1C=CCC2
 : -1%	-7%	-13%
Cc1ccc2c(CC(=O)OC(C)C(=O)Nc3ncc(Cl)cc3Cl)coc2c1 (stereo not given)
 : -13%	10%	7%
COC(=O)C1=C(C(=O)OC)[C@@H]2N(C)c3ccccc3[C@@]23C[C@@H](CO)N(C(=O)C2CCC2)C3=N1
 : ·	12%	-1%[12.8 µM]
COc1ccc(-n2ncc3c(N4CCCc5ccccc54)ncnc32)cc1
 : -18%	5%	6%
O=C(Nc1cccnc1)c1cc(-c2ccccc2)on1
 : 4%	3%	-2%
CCCn1nc(NC(C)=O)c2cc3cccc(C)c3nc21
 : -7%	-8%	5%
CCCc1cc(C(=O)N2CCCC(C(=O)c3cccc4ccccc34)C2)n(C)n1 (stereo not given)
 : -2%	9%	-15%
CC(=O)c1ccc(OCCCC(=O)N2CCN(S(=O)(=O)c3ccc(C(C)C)cc3)CC2)cc1
 : -16%	5%	-7%

Continuation.
Under each structure: GCN5L2 inh	FEN1 inh	N370S GC mod
CC1CCc2ccccc2N1CC(=O)Nc1cccc(S(=O)(=O)N2CCCC2)c1 (stereo not given)
 : -11%	30%	-20%
CC(C)Cc1ccc(C(C)NC(=O)c2ccc(=O)[nH]c2)cc1 (stereo not given)
 : -6%	-9%	-11%
Cc1cc2nc3c(c(=O)n2[nH]1)CCCC3
 : 0%	1%	-11%
Cc1nn(Cc2ccc(F)cc2)c(Cl)c1/C=N/NC(=O)c1ccccc1
 : -14%	-1%	-1%
O=C(COc1ccccc1)Nc1ccc(N2CCCCC2)cc1
 : -5%	14%	-20%
CCn1c(=N)n(CC(O)COc2cccc(C)c2)c2ccccc21 (stereo not given)
 : -12%	-11%	-25%
O=C(O)CCCNc1c(C(=O)Nc2ccc(Cl)cc2)cc([N+](=O)[O-])cc1[N+](=O)[O-]
 : -14%	-1%	-5%
COc1ccc(-c2cn3cccnc3n2)cc1NC(=O)Nc1ccc(Cl)cc1
 : -2%	-1%	·
COc1ccc(NC(=O)c2ccc(C(=O)c3ccccc3)o2)cc1
 : 0%	0%	-26%
CC(C)(C)c1ccc(OCC(=O)Nc2cccc(S(=O)(=O)NC3=NCCCCC3)c2)cc1
 : -6%	-1%	·

(continued)
Under each structure: GCN5L2 inh	FEN1 inh	N370S GC mod
COc1ccc([C@]23Cc4cc(OC)c(OC)cc4C(O2)c2c(cc(C)n(Cc4ccccc4)c2=O)O3)cc1
 : -27%[12.7 µM]	·	-12%[12.8 µM]
COc1ccc(/C=N/N=C2\SCC(=O)N2c2c(C)n(C)n(-c3ccccc3)c2=O)cc1OC
 : -4%	1%	-3%
COc1ccccc1CNC(=O)CN(c1cccc([N+](=O)[O-])c1)S(C)(=O)=O
 : -4%	-7%	11%
Cc1cccc(NC(=O)CNC(=O)COc2ccc(-c3ccc(C#N)cc3)cc2)c1C
 : 0%	0%	-6%
COc1ccc(C(=O)c2cc([N+](=O)[O-])ccc2N2CCCC2)cc1
 : -8%	-7%	15%
COc1ccccc1N(C(=O)Cn1nnc(-c2ccc(C)o2)n1)C(C(=O)NC1CCCC1)c1ccncc1 (stereo not given)
 : -7%	-12%	-3%
CC1=NN(C(=O)c2ccoc2C)C(O)(C(F)(F)F)C1 (stereo not given)
 : 1%	-10%	1%
COc1ccc(NC(=O)c2cc(-c3ccc4c(c3)OCO4)on2)cc1
 : -7%	3%	2%
Cc1cc(C)c(C2=Nn3c(C)nnc3SC2C)cc1C (stereo not given)
 : -20%	3%	3%
CCc1ccccc1NC(=O)CNC(=O)c1ccc(-n2cncn2)c([N+](=O)[O-])c1
 : -1%	-4%	-11%

Further entries:
Under each structure: GCN5L2 inh	FEN1 inh	N370S GC mod
O=C(Oc1ccc2c3c(c(=O)oc2c1)CCC3)c1ccco1
 : -13%	2%	?
CSc1ccc(S(=O)(=O)NCC(=O)OCC(=O)N(Cc2ccccc2)C(C)C)cc1[N+](=O)[O-]
 : -3%	-7%	-17%
Cc1ccc(/C(N)=N/OC(=O)c2ccco2)cc1
 : -5%	1%	-12%
Cc1cc(C(F)F)n2ncc(C(=O)O)c2n1
 : -10%	5%	-13%
O=C(NN=Cc1ccccc1OC(F)F)c1cccc(S(=O)(=O)N2CCCC2)c1
 : -8%	12%	·
O=C(NCc1ccco1)c1ccc(C(=O)NCc2ccco2)s1
 : -5%	-5%	6%
COc1ccc(/C(N)=N/OC(=O)Cc2ccccc2[N+](=O)[O-])cc1
 : -6%	9%	-1%
CCN(c1ccccc1)S(=O)(=O)c1ccc(NC(=O)c2cc(=O)c3c(C)cc(C)cc3o2)cc1
 : -6%	-3%	·
N=c1c(S(=O)(=O)c2ccccc2)cc2c(=O)n3ccccc3nc2n1CC1CCCO1 (stereo not given)
 : -21%	-2%	0%
COCCCNC(=O)[C@H](Cc1c[nH]c2ccccc12)NC(=O)OCc1ccccc1
 : -16%	-14%	-1%

Going on with the list:
Under each structure: GCN5L2 inh	FEN1 inh	N370S GC mod
O=C(O)CSc1nnc(COc2ccc([N+](=O)[O-])cc2)n1-c1ccccc1
 : 38%[activator]	-2%	-5%
COc1cc(NC(=O)c2cccc(C)c2)ccc1NC(=O)c1cc2ccccc2o1
 : -15%	1%	-12%
CCn1c(SCC(=O)NC(=O)NC(C)(C)C)nc2ccccc21
 : -6%	-8%	?
O=C(NCC1CCCO1)c1ccc2c(=O)n(CCc3ccccc3)c(=O)[nH]c2c1 (stereo not given)
 : -7%	7%	14%
Cc1noc(C)c1NC(=O)Nc1ccc2c(c1)C(=O)N([C@H](C)CO)C[C@H](C)[C@@H](CN(C)S(=O)(=O)c1cccs1)O2
 : -9%	13%	·
CCOc1ccccc1NC(=O)COC(=O)c1cc(C(=O)OC)cc([N+](=O)[O-])c1
 : 1%	0%	13%
Cc1cccc(-n2ncc3c(N4CCN(CCO)CC4)ncnc32)c1
 : -6%	20%	·
CC1=C(C(=O)OCc2ccccc2)C(c2cccc3ccccc23)NC(=O)N1CCCC(=O)O (stereo not given)
 : -6%	-13%	2%
COc1cc(NC(=O)Cc2ccccc2)ccc1NC(=O)c1ccco1
 : -5%	-6%	-20%
Cc1snc(S(=O)(=O)/C(C#N)=N/Nc2cccc(C(F)(F)F)c2)c1C#N
 : -2%	0%	8%

Other structures
Under each structure: GCN5L2 inh	FEN1 inh	N370S GC mod
Cc1nn(Cc2ccc(F)cc2)c(Cl)c1/C=N/NC(=O)c1cccnc1
 : -2%	-6%	17%
Nc1cc(N)nc(SCC(=O)Nc2cccc(S(=O)(=O)N3CCCCC3)c2)n1
 : -3%	-19%	·
CC[C@@](N)(C(=O)O)c1ccc(C(=O)O)cc1
 : -10%	·	-5%
CC(C)C(=O)Nc1cccc(NC(=O)c2cccc(Br)c2)c1
 : -7%	-19%	7%
CCOc1ccc(NC(=O)CSc2nccn2C2CCCC2)cc1
 : -11%	-10%	·
Nc1nnc(Cc2ccc(Cl)cc2)s1
 : -7%	0%	-4%
Cc1cc(OCCCN2CCCC2)ccc1Cl
 : -1%	-6%	1%
Cc1cccn2c(=O)cc(COc3cccc(NC(=O)c4ccccc4F)c3)nc12
 : -12%	13%	·
Cc1cc(=O)n2[nH]c(-c3cccnc3)nc2n1
 : -1%	·	17%
COc1ccc(C2=CN(Cc3ccccc3)C(c3ccccc3)CC2=O)cc1 (stereo not given)
 : -11%	-17%	·

Continued.
Under each structure: GCN5L2 inh	FEN1 inh	N370S GC mod
O=C(CCNC(=O)c1ccc([N+](=O)[O-])cc1)NC1CCCCCC1
 : -2%	-2%	·
O=C(COc1ccccc1Cl)Nc1nc2c(s1)CCCC2
 : -17%	-22%	·
CC(C)(C)OC(=O)N1CCC[C@H]1C(=O)N/N=C/c1ccc2ncccc2c1
 : -11%	-2%	2%
CCc1nc(SCC(=O)Nc2c(C)n(C)n(-c3ccccc3)c2=O)n[nH]1
 : 1%	-2%	8%
O=C(Nc1ccnn1C1CCN(C2CCCC2)CC1)c1ccccc1
 : -4%	8%	2%
CS(=O)(=O)Nc1cccc(-c2cncnc2NCc2cccs2)c1
 : 3%	·	2%
O=C(CSc1nnc(-c2ccncc2)o1)c1ccc2c(c1)OCCO2
 : -16%	0%	-5%
O=C(COc1ccc(S(=O)(=O)N2CCOCC2)cc1)Nc1ccccc1C(F)(F)F
 : 0%[0.501 µM]	-11%	-6%
Cc1ccsc1C(=O)OCC(=O)NC1CCS(=O)(=O)C1 (stereo not given)
 : 1%	-12%	-4%
CCCCn1nc(C(=O)N(C)CC(=O)Nc2ccc(F)c(F)c2F)ccc1=O
 : -3%	13%	·

5 neighbouring compounds already listed:
Under each structure: GCN5L2 inh	FEN1 inh	N370S GC mod
CS(=O)(=O)Nc1cccc(-c2cncnc2NCc2cccs2)c1
 : 3%	·	2%
O=C(CSc1nnc(-c2ccncc2)o1)c1ccc2c(c1)OCCO2
 : -16%	0%	-5%
O=C(COc1ccc(S(=O)(=O)N2CCOCC2)cc1)Nc1ccccc1C(F)(F)F
 : 0%[0.501 µM]	-11%	-6%
Cc1ccsc1C(=O)OCC(=O)NC1CCS(=O)(=O)C1 (stereo not given)
 : 1%	-12%	-4%
CCCCn1nc(C(=O)N(C)CC(=O)Nc2ccc(F)c(F)c2F)ccc1=O
 : -3%	13%	·

Carrying on:
Under each structure: GCN5L2 inh	FEN1 inh	N370S GC mod
O=C(Nc1nc2c(s1)CCCC2)c1cccs1
 : -6%	4%	22%
O=C(c1cc(-c2ccccn2)nc2c(Cl)cccc12)N1CCN(C(=O)C2CCCO2)CC1 (stereo not given)
 : 0%	-2%	-2%
COC(=O)c1ccccc1NC(=S)N1CCN(c2ccc(OC)cc2)CC1
 : -4%	-22%	-1%
CSCc1ccc(C(=O)Nc2cccc(C)c2C)cc1
 : 2%	-5%	-2%
Cc1cccc(C(=O)Nc2cc3c(cc2N2CCCCC2)n(C)c(=O)c(=O)n3C)c1
 : -3%	8%	·
CCOCCCNC(=O)c1ccc(NC(=O)C2=CSCCO2)cc1
 : -37%	2%	-2%
Cc1ccc(C(c2sc3nc(C)nn3c2O)N2CC(C)OC(C)C2)cc1 (stereo not given)
 : -4%	7%	3%
O=C(Nc1nnc(C2=COCCO2)o1)C1CCCCC1
 : 1%	-1%	10%
CCCCNC(=S)Nc1ccc(C(F)(F)F)cc1
 : 4%	0%	12%
O=C(CCN1C(=O)c2ccccc2S1(=O)=O)Nc1ccc(F)c(F)c1F
 : 2%	-4%	-2%

Carrying on:
Under each structure: GCN5L2 inh	FEN1 inh	N370S GC mod
CC(=O)c1nnn(-c2nc(N)nc(N(c3ccccc3)c3ccccc3)n2)c1C
 : 0%	14%	6%
COc1ccc(-c2cc(=O)c3c(OC)c(OC)c(OC)c(OC)c3o2)cc1OC
 : ?	-3%	-3%&-5%&0%
COc1ccc(CCNC(=O)COC(=O)c2cncc(Br)c2)cc1OC
 : -1%	13%	·
COc1ccccc1C(c1c(O)cc(C)n(Cc2ccco2)c1=O)N1CCCCC1 (stereo not given)
 : -6%	-11%	·
Cc1c(C(=O)OC2CCC(C)CC2)[nH]c2c1C(=O)CC(c1ccccc1Cl)C2 (stereo not given)
 : -8%	-15%	·
O=C(NCCOC(=O)c1ccc([N+](=O)[O-])cc1)c1cccnc1
 : -10%	3%	4%
Cc1ccc(C(=O)CC(c2cccs2)S(=O)(=O)c2ccc(C)cc2)cc1 (stereo not given)
 : -2%	4%	16%
NC(=O)CSc1nc2cccnc2n1-c1ccc(F)cc1
 : 0%	2%	-1%
CCCCc1cc2c(s1)CCCC/C2=N/O
 : -12%	-13%	-2%
COc1cccc(CNC(=O)C(C(=O)NCc2cccc(OC)c2)c2ncc(C(F)(F)F)cc2Cl)c1
 : -7%	13%	0%

(further entries)
Under each structure: GCN5L2 inh	FEN1 inh	N370S GC mod
O=C(Cn1cnc2nc3c(cc2c1=O)CCCC3)Nc1ccc(F)cc1Cl
 : -4%	-12%	·
NC(CO)C(O)c1ccc([N+](=O)[O-])cc1 (stereo not given)
 : -2%	-6%	5%
Cc1ccc(OCCOC(=O)CN2C(=O)NC3(CCCC3)C2=O)cc1
 : -5%	-1%	-29%
COC(=O)c1c(NC(=O)CN2C(=O)NC3(CCCCC3C)C2=O)sc2c1CCC2 (stereo not given)
 : -4%	-19%	·
CCNC(=S)/N=C(/Nc1ccc(OC)cc1)Nc1nc(C)cc(C)n1
 : 2%	-2%	15%
CCOC(=O)c1c(C)[nH]c(C(=O)OCc2c(C)noc2C)c1C
 : 1%	6%	-9%
CC(C)(C)NC(=O)CSc1nc(-c2ccccc2)cc(=O)[nH]1
 : -2%	-8%	-2%
CCN(C(=O)N(CC)c1ccccc1)c1ccccc1
 : -3%	19%	-10%
CC(CCc1ccco1)N(C)S(=O)(=O)c1csc(C(N)=O)c1 (stereo not given)
 : -7%	-4%	?

Not all compounds are listed, so the mix of outcomes need not match the whole.
